POLB inh: blocks human DNA polymerase beta activity | P06746 | Pol beta primer extension/strand displacement, fluorescence kinetic | Potency, µM (titrated, usually from 114 µM), for the others: at the top dose activity change, negative = inhibition, hits mostly inhibitors | 340,000 compounds, 1.3% hits | AID 485314; note: % is set by controls: 0 for no effect and ±100 for the full control effect
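Kinetic readout of DNA synthesis with strand displacement by Pol beta. Compound and 10 nM enzyme sit 15 min at room temperature; 50 nM substrate starts the reaction, read immediately and at 10 min.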
Pol eta inh: DNA polymerase eta (human) inhibition; Potency, µM (titrated, usually from 114 µM), for the others: at the highest dose activity change, negative = inhibition, most hits filed as inhibitors; 390,000 compounds, 1.2% hits; recombinant Pol eta, fluorescent DNA replication assay; Q9Y253; AID 588591; note: % is set by controls: 0 for no effect and ±100 for the full control effect
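Pol eta (10 nM) was preincubated with compounds for 15 min at room temperature, after which fluorescent replication substrate (50 nM final) was added to start the reaction. Fluorescence was read kinetically at 0 and 10 min.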
G9a inh: G9a (human) methyltransferase inhibition. Q96KQ7. G9a H3K9 monomethylation, AlphaScreen, 2 h. Potency, µM (highest dose often 102 µM), inactives show at the top dose activity, negative = inhibition, most hits filed as inhibitors. 350,000 compounds, 8.8% hits. AID 504332; note: % is set by controls: 0 for no effect and ±100 for the full control effect; nearly all actives have a fitted effect of over 75% in size
Target sequence (Q96KQ7 913-1193 limits assumed): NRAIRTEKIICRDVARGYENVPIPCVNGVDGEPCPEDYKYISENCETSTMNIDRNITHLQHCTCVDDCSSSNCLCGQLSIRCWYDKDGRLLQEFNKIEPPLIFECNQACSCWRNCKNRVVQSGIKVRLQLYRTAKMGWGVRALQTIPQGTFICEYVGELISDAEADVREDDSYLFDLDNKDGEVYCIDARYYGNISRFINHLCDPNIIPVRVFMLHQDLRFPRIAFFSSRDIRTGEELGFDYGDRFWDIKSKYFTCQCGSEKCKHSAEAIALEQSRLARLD
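G9a (20 nM) preincubated 15 min RT with compounds, then 500 nM biotinylated H3K9 peptide and 20 uM SAM added; 2 h RT reaction. Monomethyl-H3K9 product detected by AlphaScreen with anti-H3K9me1 antibody, streptavidin donor and anti-rabbit IgG acceptor beads.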
POLI inh: DNA polymerase iota (human) inhibition; Q9UNA4; Pol iota fluorescent replication assay, 10 min; AID 588590; Potency, µM (titrated, usually from 115 µM), for inactives: at the top dose activity, negative = inhibition, hits mostly inhibitors; 390,000 compounds, 1% hits
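Fluorescent replication assay read twice, at 0 min and 10 min after adding 50 nM (final) substrate. Enzyme (10 nM) and compounds were first incubated 15 min at room temperature; enzyme-free buffer wells were negative controls.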
APEX1 inh: blocks human APE1 abasic DNA cleavage; recombinant APE1, TAMRA/BHQ-2 abasic DNA cleavage fluorescence; Potency, µM (top dose mostly 65.8 µM), without a hit: at the top dose activity change, negative = inhibition, most hits filed as inhibitors; 350,000 compounds, 0.35% hits; AID 2517;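 note: plate controls were vehicle for no effect and reference inhibitor for full effect; nearly all actives have a fitted effect of over 55% in size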
Target sequence (P27695 whole entry, looked up): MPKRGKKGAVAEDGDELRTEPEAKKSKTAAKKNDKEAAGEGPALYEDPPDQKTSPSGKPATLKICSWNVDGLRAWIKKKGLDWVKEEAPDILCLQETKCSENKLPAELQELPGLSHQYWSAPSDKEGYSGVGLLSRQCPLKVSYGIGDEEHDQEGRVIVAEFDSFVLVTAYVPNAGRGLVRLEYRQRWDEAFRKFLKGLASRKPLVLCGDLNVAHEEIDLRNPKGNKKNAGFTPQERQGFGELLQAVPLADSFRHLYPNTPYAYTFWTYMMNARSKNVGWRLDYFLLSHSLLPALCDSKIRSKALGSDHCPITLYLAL
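Readout is kinetic fluorescence (ex 525, em 598 nm) from cleavage of 50 nM TAMRA/BHQ-2 THF abasic duplex by 0.75 nM APE1, compound added 15 min beforehand at RT.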
Apoferritin bind: binds horse apoferritin like a general anesthetic; P02791; apoferritin/1-aminoanthracene competitive binding, fluorescence; Potency, µM (series often up to 77.5 µM), without a hit: at the highest dose activity change, negative = displacement, hits mostly inhibitors; 350,000 compounds, 0.074% hits; AID 485281; note: % is set by controls: 0 for no effect and ±100 for the full control effect; nearly all actives have a fitted effect of over 20% in size
Target sequence (P02791 2-175 limits assumed): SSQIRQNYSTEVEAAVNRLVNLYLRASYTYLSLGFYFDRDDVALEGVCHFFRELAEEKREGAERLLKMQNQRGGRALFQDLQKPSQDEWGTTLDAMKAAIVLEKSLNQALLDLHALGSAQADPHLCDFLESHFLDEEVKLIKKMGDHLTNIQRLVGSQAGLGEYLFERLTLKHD
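10 uM apoferritin + 50% sat. 1-AMA, PBS; cpd 10 min RT; Ex380/Em535 endpoint; normalized to free probe vs complex; 4-param Hill fit; propofol titration as pos. ctrl.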
BLM inh: Bloom syndrome helicase (human) inhibition; P54132; recombinant BLM DNA unwinding, fluorescence dequenching; 350,000 compounds, 0.2% hits; Potency, µM (doses to about 56.1 µM), inactives show top-dose activity change, negative = inhibition, actives largely listed as inhibitors;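 note: plate controls were vehicle for no effect and no enzyme for full effect; nearly all actives have a fitted effect of over 35% in size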
BAZ2B block: blocks human BAZ2B; Q9UIF8; AlphaScreen BAZ2B-H3K14Ac peptide displacement; Potency, µM (doses to about 114 µM), inactives show at the highest dose activity change, negative = inhibition, most hits filed as inhibitors; 360,000 compounds, 4.4% hits; AID 504333; note: % is set by controls: 0 for no effect and ±100 for the full control effect; nearly all actives have a fitted effect of over 60% in size
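Inhibition is scored as reduced AlphaScreen emission. The BAZ2B/b-H3(5-23)K14Ac complex (50 nM each) in PBS pH 7.4, 0.01% Tween-20 meets compound (up to 110 uM) for 30 min at RT before bead addition.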
POLK inh: blocks human DNA polymerase kappa activity; Q9UBT6; purified Pol kappa, fluorescent DNA synthesis assay, 10 min; Potency, µM (top dose mostly 107 µM), without a hit: top-dose activity, negative = inhibition, actives largely listed as inhibitors; 400,000 compounds, 0.53% hits; AID 588579; note: % is set by controls: 0 for no effect and ±100 for the full control effect
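Fluorescent qHTS in 1536-well format: enzyme (10 nM) and compound sat 15 min at room temperature before 50 nM substrate (final) was added. Signal taken at 0 and 10 min; no-enzyme buffer wells were negative controls.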
Numbers without * were called inactive; ? = inconclusive; · = no result given; [ ] = dose if it differs, or a comment. Calls come from the whole dose curve; as a rule, active = well fitted curve in the direction sought with a large enough effect; inconclusive = small, poorly fitted or top-dose-only effect, or another doubt; inactive = no such curve, though single readings can be large; an effect the other way counts as inactive or inconclusive. Potency is the fitted concentration of half-maximal effect.

1. Cc1cc(Br)c(Cl)cc1NC(=O)CN1C(=O)C2C3CC(c4ccccc4)C(C3)C2C1=O (centres undefined)
2. CCOC(=O)C1CCN(C(=O)c2nn(-c3ccc(OC)c(Cl)c3)c(=O)c3c2c2ccccc2n3C)CC1
3. CCC(C)NC(=O)CNC(=O)Cn1c(C)cc2ccccc2c1=O (centres undefined)
4. COc1ccc(/C=C/C(=O)NC(=S)NNC(=O)Cc2cccs2)cc1OC
5. COC(=O)c1ccccc1NC(=O)C(Cc1ccccc1)N1Cc2ccccc2C1=O (centres undefined)
6. CN(C)S(=O)(=O)N1CCN(c2cc(Cl)ccc2Cl)CC1
7. CCC(N)C12CC3CC(CC(O)(C3)C1)C2 (centres undefined)
8. CNS(=O)(=O)c1cccc(C(=O)OCC(=O)N2CC(C)OC(C)C2)c1 (centres undefined)
assay / entry	1	2	3	4	5	6	7	8
POLB inh	4%	-2%	16%	5%	?	-25%	47%	17%
Pol eta inh	-24%	-22%	-11%	2%	-15%	-7%	-1%	-16%
G9a inh	-9%[59 µM]	1%[59 µM]	-1%[12.7 µM]	3.5µM*	-34%[59 µM]	10%[59 µM]	22%[59 µM]	5%
POLI inh	6%	21%	5%	4%	-7%	-6%	2%	18%
APEX1 inh	-2%	·	-3%	18%	·	1%	-2%	36%[activator]
Apoferritin bind	2%	-13%	0%	-10%	1%	-2%	-8%	4%
BLM inh	-10%	-8%	2%	-8%	-5%	2%	-7%	-4%
BAZ2B block	-1%	·	11%	6%	-1%	26%	3%	2%
POLK inh	-6%	0%	-3%	-1%	-11%	4%	5%	-1%

9. CCOc1ccccc1CNC(=O)c1ccc(NC(=O)N2CCSc3ncccc32)cc1
10. Cc1ccc(-n2nc(C(=O)NCc3ccc(C)o3)c3c4ccccc4n(C)c3c2=O)cc1
11. O=C(N1CCN(c2ccccc2F)CC1)C12CC3CC(CC(C3)C1)C2
12. Cc1cccc(N2CCN(c3ncnc4c3c(-c3ccccc3)cn4-c3ccccc3)CC2C)c1 (centres undefined)
13. COc1ccc(C(=O)NCC(=O)OCC(=O)c2c(C)[nH]c3ccccc23)cc1OC
14. Cc1ccccc1CNC(=O)C(=O)NCC1CCCN1S(=O)(=O)c1cccs1 (centres undefined)
15. CC(C)(C)c1ccc(C(=O)CCC(=O)OCC(=O)NCCc2ccc(S(N)(=O)=O)cc2)cc1
16. O=C(C1CCCN(S(=O)(=O)c2ccc(Br)s2)C1)N1CCCCCC1 (centres undefined)
assay / entry	9	10	11	12	13	14	15	16
POLB inh	6%	2%	2%	5%	·	·	·	26%
Pol eta inh	-4%	9%	-18%	-21%	0%	-7%	-19%	-8%
G9a inh	-5%[59 µM]	-31%	-23%	0%[59 µM]	·	-5%[12.7 µM]	16%[12.7 µM]	-26%[59 µM]
POLI inh	30%[activator]	12%	-4%	-9%	-15%	23%	17%	9%
APEX1 inh	·	10%	-2%	·	14%	18%	7%	16%
Apoferritin bind	-11%	-7%	1%	3%	·	·	·	-13%
BLM inh	-1%	-1%	-7%	-6%	·	·	·	-6%
BAZ2B block	-17%	2%	5%	?	·	5%	-3%	-2%
POLK inh	7%	1%	-5%	-7%[60.1 µM]	-2%	-17%	-12%	-2%

17. CCN(CC)C(=O)C1CCN(c2nnc(C)c3c(C)n(-c4ccc(Cl)cc4)nc23)CC1
18. CCc1nc(SCC(=O)Nc2ccc([N+](=O)[O-])cc2)n[nH]1
19. O=C(c1ccc(-c2ccccc2Cl)o1)N1CCN(S(=O)(=O)c2cccs2)CC1
20. C=C(C)Cc1c(C)c(C#N)c2[nH]c3ccccc3n2c1=O
21. C/C(CC(=O)Nc1ccc2c(c1)OCCO2)=N\NC(=O)Cc1ccccc1
22. COc1ccc(OC)c2c(C)cc(N3CCCCCC3)nc12
23. Cc1cccc(C)c1NC(=S)N(C)CCc1ccccn1
24. Nc1c(-c2ccccc2)c(CSc2nc3ccccc3[nH]2)nn1-c1ccc(C(=O)O)cc1
assay / entry	17	18	19	20	21	22	23	24
POLB inh	10%	46%	·	59%	14%	38%	3%	-7%[57.1 µM]
Pol eta inh	-8%	-8%	-4%	8%	-15%	-17%	-8%	-6%
G9a inh	-27%[59 µM]	·	6%[0.501 µM]	-2%	9%	·	8%	?
POLI inh	52%[activator]	0%	1%	17%	23%	66%[activator]	30%[activator]	-5%
APEX1 inh	·	7%	-7%	-1%	10%	-7%	0%	?
Apoferritin bind	4%	-11%	·	15%	2%	-9%	0%	-4%
BLM inh	2%	-5%	·	-3%	-3%	-1%	-6%	4%
BAZ2B block	-5%	-7%	-9%	-7%	-18%	?	-3%	10%
POLK inh	3%	0%	-13%	-22%	3%	2%	1%	-7%

25. O=C(NCc1ccc(F)cc1)c1ccc2c(c1)nnn2C1CCCC1
26. c1ccc(Cn2nnnc2-c2ccco2)cc1
27. Cc1cccc(-c2noc(-c3ccc(F)cc3)n2)c1
28. CC[C@]12c3[nH]c4cc(-c5ccco5)ccc4c3CCN1C(=O)[C@@H](CC(=O)NCCc1ccccn1)C[C@@H]2C(=O)N1CCN(C(=O)c2ccco2)CC1
29. COc1ccccc1N1CCN(S(=O)(=O)CCNC(=O)c2ccccc2Br)CC1
30. CC1CCN(c2oc(-c3ccc(F)cc3)nc2C#N)CC1
31. Cc1cccc(N2CCN(C(=O)COc3cc4oc(=O)cc(C)c4cc3Cl)CC2)c1C
32. COc1ccc(CCNC(=O)c2cc3c(s2)-c2c(C)cccc2OC3)c(OC)c1
assay / entry	25	26	27	28	29	30	31	32
POLB inh	1%	-5%	7%	·	8%	-12%	19%	8%
Pol eta inh	-4%	-8%	-13%	-21%	-14%	-20%	-9%	-11%
G9a inh	-5%[59 µM]	5%[59 µM]	-31%[12.7 µM]	·	15%	10µM*	16%[59 µM]	51%[activator][59 µM]
POLI inh	-2%	6%	14%	-9%	9%	43%[activator]	1%	4%
APEX1 inh	·	-2%	17%	-6%	23%	32%	15%	·
Apoferritin bind	?	-5%	-13%	·	3%	0%	-5%	202%[activator]
BLM inh	-3%	-3%	0%	·	1%	-8%	-3%	-5%
BAZ2B block	4%	10%	13%	·	-14%	?	-12%	31%
POLK inh	2%	-14%	-14%	9%	2%	-19%	4%	4%

33. Cc1ccc(OCC(=O)Nc2nc(-c3ccccn3)cs2)c(C)c1
34. CC(C)(C)OC(=O)N1CCc2nc(N3CCN(c4ncccn4)CC3)ncc2C1
35. Cc1noc(C)c1CSc1nnc(-c2ccccc2F)n1CCc1ccccc1
36. NC(CC(=O)O)c1ccc(Br)cc1 (centres undefined)
37. Cc1ccc(C)c(N(C)C(=O)c2coc(=O)c3ccccc23)c1
38. Cc1ccccc1N1CC(C(=O)N2CCc3ccccc32)CC1=O (centres undefined)
39. COc1ccccc1C(=O)Nc1ccnn1C1CCN(C(=O)c2ccoc2C)CC1
40. Cc1cc(S(=O)(=O)NCC(C)C)ccc1OCC(=O)NCC1CCCO1 (centres undefined)
41. COc1cc(OC)cc(C(=O)Nc2ccccc2C(=O)NC2CC2)c1
42. Cc1noc(C)c1-c1ccc2ncnc(NCc3cccc(-c4ccccc4)c3)c2c1
43. O=C1CN(c2ccc(Cl)cc2)C2(CCCCC2)S1
assay / entry	33	34	35	36	37	38	39	40	41	42	43
POLB inh	·	-23%	12%	17%	0%	·	36%	-11%	·	·	8%
Pol eta inh	-21%	-16%	-13%	-11%	-7%	-20%	10%	-16%	-25%	·	-14%
G9a inh	40µM*	7%[59 µM]	40µM*	0%[59 µM]	89%[activator][59 µM]	-15%[0.501 µM]	·	-6%[59 µM]	-4%[59 µM]	8%[12.7 µM]	-6%[59 µM]
POLI inh	79%[activator]	8%	-16%	-11%	2%	4%	19%	85%	21%	·	-9%
APEX1 inh	-19%	·	-1%	-12%	-6%	16%	7%	-2%	-5%	?	2%
Apoferritin bind	·	-3%	-9%	0%	-12%	·	-4%	5%	·	-19%	-5%
BLM inh	·	-2%	-1%	3%	0%	·	-3%	1%	·	-5%	1%
BAZ2B block	3%	1%	6%	-3%	1%	6%	-2%	7%	-7%	-11%	4%
POLK inh	-12%	-4%	-4%	-12%	3%	-8%	-11%	-4%	2%	·	5%

Compounds from the list above that contain an aryl methoxy group, in the order listed:
2. CCOC(=O)C1CCN(C(=O)c2nn(-c3ccc(OC)c(Cl)c3)c(=O)c3c2c2ccccc2n3C)CC1
4. COc1ccc(/C=C/C(=O)NC(=S)NNC(=O)Cc2cccs2)cc1OC
13. COc1ccc(C(=O)NCC(=O)OCC(=O)c2c(C)[nH]c3ccccc23)cc1OC
22. COc1ccc(OC)c2c(C)cc(N3CCCCCC3)nc12
29. COc1ccccc1N1CCN(S(=O)(=O)CCNC(=O)c2ccccc2Br)CC1
32. COc1ccc(CCNC(=O)c2cc3c(s2)-c2c(C)cccc2OC3)c(OC)c1
39. COc1ccccc1C(=O)Nc1ccnn1C1CCN(C(=O)c2ccoc2C)CC1
41. COc1cc(OC)cc(C(=O)Nc2ccccc2C(=O)NC2CC2)c1
assay / entry	2	4	13	22	29	32	39	41
POLB inh	-2%	5%	·	38%	8%	8%	36%	·
Pol eta inh	-22%	2%	0%	-17%	-14%	-11%	10%	-25%
G9a inh	1%[59 µM]	3.5µM*	·	·	15%	51%[activator][59 µM]	·	-4%[59 µM]
POLI inh	21%	4%	-15%	66%[activator]	9%	4%	19%	21%
APEX1 inh	·	18%	14%	-7%	23%	·	7%	-5%
Apoferritin bind	-13%	-10%	·	-9%	3%	202%[activator]	-4%	·
BLM inh	-8%	-8%	·	-1%	1%	-5%	-3%	·
BAZ2B block	·	6%	·	?	-14%	31%	-2%	-7%
POLK inh	0%	-1%	-2%	2%	2%	4%	-11%	2%

Screening results from PubChem BioAssay.

The list is partial, so the mix of outcomes need not match the whole.
